# High-throughput results from PubChem.
# TRPML3 agonist: activates the human TRPML3 channel. Q8TDD5. HEK293 TRPML3-YFP, Fluo-8 calcium fluorescence; 100% = the carbachol control signal. AID 1448. activation, % at 3 µM. 220,000 compounds, 0.29% hits;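 active means activation above its plate's cutoff, the mean activation of the plate's test wells plus 3 SD, cut at about 12% in these data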;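 further: 0% = DMSO only wells and 100% = carbachol wells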
#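 Test system: HEK293 cells stably carrying human TRPML3-YFP; Doses: single dose, 3 µM final nominal compound, 0.3% DMSO final; Schedule: dye loading 1 h 37 °C then 30 min ambient, 125 s read; Technique: Fluo-8 calcium fluorescence; Benchmarks: high control carbachol 87 µM, low control DMSO.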
# 14-3-3 Bad PPI: disrupts binding of bovine 14-3-3 zeta to phospho-Bad peptide; P63103; TR-FRET 14-3-3zeta/Dy647-pBad peptide displacement, 1 h; inhibition, % at 21.7 µM; 220,000 compounds, 0.71% hits; AID 781;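 active means inhibition above about 70%, limit read from the data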;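 further: 0% = full 14-3-3 plus peptide FRET controls and 100% = background without 14-3-3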
# Target sequence (P63103 whole entry, looked up): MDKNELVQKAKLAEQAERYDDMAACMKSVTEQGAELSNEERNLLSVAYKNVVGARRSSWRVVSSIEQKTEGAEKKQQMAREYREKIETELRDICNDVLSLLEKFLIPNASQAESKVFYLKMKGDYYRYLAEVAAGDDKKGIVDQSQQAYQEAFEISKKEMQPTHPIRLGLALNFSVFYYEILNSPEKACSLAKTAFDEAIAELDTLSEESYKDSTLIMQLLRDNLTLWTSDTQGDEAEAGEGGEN
# PGE2 EP2 inh: blocks the human prostaglandin E2 receptor EP2 | inhibition, % at 25 µM | C6 glioma cells expressing human EP2, cAMP TR-FRET; cells stimulated with saturating PGE2 | P43116 | 260,000 compounds, 0.52% hits | AID 1422;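 active means percent inhibition above 40 after rounding to a whole number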;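 further: rat C6 glioma host cells with rolipram phosphodiesterase inhibitor present; the protocol text gives 20 µM as final concentration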
# Target sequence (P43116 whole entry, looked up): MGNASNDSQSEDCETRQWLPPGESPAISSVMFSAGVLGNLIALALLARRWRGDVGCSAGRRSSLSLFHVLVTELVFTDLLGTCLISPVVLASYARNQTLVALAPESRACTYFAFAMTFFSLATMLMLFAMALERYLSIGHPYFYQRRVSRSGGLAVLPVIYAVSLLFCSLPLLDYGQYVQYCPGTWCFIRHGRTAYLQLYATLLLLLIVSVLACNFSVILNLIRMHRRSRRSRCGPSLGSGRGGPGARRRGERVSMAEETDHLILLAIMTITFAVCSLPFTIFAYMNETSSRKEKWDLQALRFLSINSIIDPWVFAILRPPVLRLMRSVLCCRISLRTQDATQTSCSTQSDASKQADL
# PPC-1+TRAIL kill: compounds killing PPC-1 cancer cells with TRAIL present (potentiator screen, no TRAIL-free arm); AID 1443; cell killing (% activity), % at 4 µM; PPC-1 cells + TRAIL, ATPLite viability luminescence; 220,000 compounds, 0.41% hits;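 active means cell killing above 50% in the first pass at 4 µM, then a duplicate retest at 5 µM averaging 50% or more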;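 further: plate controls were cells with TRAIL plus DMSO for no effect and medium-only wells lacking cells for full effect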
# NPY-Y1 PAM-ag: potentiators or agonists of human neuropeptide Y receptor Y1. NPY-Y1 expressing cells, potentiator/agonist activation. AID 1304. activation, % at 3.6 µM. P25929. 220,000 compounds, 0.37% hits; in the data active means activation above about 33%, passing the limit was not always enough;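 further: cells stimulated with NPY at EC10 then isoproterenol at EC100; 0% = low agonist plus stimulus and 100% = saturating agonist plus stimulus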
# Target sequence (P25929 whole entry, looked up): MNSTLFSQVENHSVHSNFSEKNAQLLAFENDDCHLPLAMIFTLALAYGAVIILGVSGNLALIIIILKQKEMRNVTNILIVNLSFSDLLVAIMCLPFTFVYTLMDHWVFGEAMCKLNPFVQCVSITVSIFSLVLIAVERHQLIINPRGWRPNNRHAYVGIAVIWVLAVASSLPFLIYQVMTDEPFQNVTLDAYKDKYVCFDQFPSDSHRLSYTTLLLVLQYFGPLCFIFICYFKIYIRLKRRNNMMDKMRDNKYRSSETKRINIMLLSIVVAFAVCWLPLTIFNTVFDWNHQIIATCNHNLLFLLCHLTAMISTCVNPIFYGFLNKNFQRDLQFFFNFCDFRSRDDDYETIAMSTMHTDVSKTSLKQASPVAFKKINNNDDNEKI
# zfTRPN1 agonist: zebrafish TRPN1 (NompC) channel agonism; HEK293 zebrafish TRPN1-YFP, Fluo-8 calcium fluorescence; 100% = response to 87 µM carbachol; activation, % at 3 µM; 220,000 compounds, 0.18% hits;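 active means activation above its plate's cutoff, the mean activation of test wells on that plate plus 3 SD, cut at about 19% in these data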;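 further: 0% = DMSO alone and 100% = 87 µM carbachol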
#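 Control set: carbachol 87 µM as high control, DMSO as low control; system: HEK293 stable line with zebrafish TRPN1-YFP; read-out: % activation versus carbachol response; detection: intracellular calcium fluorescence with Fluo-8; doses: single test compound dose, 3 µM nominal, 0.3% DMSO; schedule: dye 1 h 37 °C plus 30 min RT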
# CHOP inhibitor: CHOP inhibition in unfolded protein response; CHO-K1 CHOP-promoter luciferase, tunicamycin-induced, 15-18 h; inhibition, % at 10 µM; 220,000 compounds, 3.8% hits; AID 2732;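 active means compounds that reduced the stress-induced luciferase reporter signal by more than about 70% of percent inhibition, limit read from the data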;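 further: 0% = tunicamycin plus vehicle and 100% = wells without tunicamycin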
# EP2 modulator: modulators of human EP2 prostaglandin E2 receptor. P43116. EP2-expressing cells, cAMP HTRF FRET, PGE2 co-stimulation. induction, % at 25 µM. 260,000 compounds, 0.83% hits. AID 940;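 active means compounds whose cAMP rise, as percent of the full-agonist control response, exceeds 60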;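 further: rat C6 glioma line stably carrying human EP2 under a CMV promoter; the protocol text gives 20 µM as final concentration; 100% = response of wells given 1 µM PGE2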
# NPY-Y1 antag: antagonists of human neuropeptide Y receptor Y1; AID 1040; HEK293-CNG Y1 cells, membrane potential fluorescence; NPY at EC95, then isoproterenol; 200,000 compounds, 1% hits; inhibition, % at 3.6 µM;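 active means inhibition above the campaign mean inhibition of all tested compounds plus 3 SD, cut at about 20% in these data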;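 further: 0% = DMSO wells given NPY plus isoproterenol and 100% = isoproterenol alone without NPY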
#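 Test system: HEK293 cells co-expressing NPY Y1 receptor and cyclic-nucleotide gated channel; Also added: NPY (25 nM), isoproterenol (1 µM), Ro 20-1724 (25 µM); Compound dosing: one concentration, 3.6 µM, in 0.4% DMSO; Timing: dye 3 h, compound 60 min room temperature, stimulation 45 min; Technique: Membrane-potential fluorescent dye readout.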
# Numbers without * were called inactive; · = no result given; & = joins results of further samples; [ ] = dose if it differs, or a comment. Only part of the results is shown; the hit share may differ from the screen's.
SMILES,TRPML3 agonist,14-3-3 Bad PPI,PGE2 EP2 inh,PPC-1+TRAIL kill,NPY-Y1 PAM-ag,zfTRPN1 agonist,CHOP inhibitor,EP2 modulator,NPY-Y1 antag
CCOC(=O)Cc1c(C)nc(-c2ccccc2)[nH]c1=O,-0.4,16,9,2,-14,-1.1,-27,-16,-1
C#Cc1ccc([C@@H]2C=C(C(=O)O)O[C@H](OCc3ccc(CO)cc3)C2)cc1,1.1,7,6,-3,0,-1.1,-1,-8,3
COc1ccc(C(=O)c2ncc(C(F)(F)F)cc2Cl)cc1,-0.1,-17,0,-10,-5,-0.8,2,-4,-3
Cc1nnc(NC(=O)NC(C)N2C(=O)C3C4C=CC(C4)C3C2=O)s1 (configuration not stated),0.6,-2,15,-5,-5,0.7,0,23,0
CCCCn1c(N)c(NCc2ccccc2OC)c(=O)[nH]c1=O,0.1,-13,4,-11,0,-0.2,7,-52,-3
COc1ccc(C)cc1NC(=O)CNc1ccc(C(C)=O)cc1,-0.1,1,10,-4,-8,0.2,37,-28,3
CC(C)CC(=O)Nc1sc2c(c1C(=O)O)CCCCC2,1.3,7,9,20,-14,-0.5,7,1,6
CC(C)c1ccc(Oc2cccc(C(=O)/C(C#N)=C/N(C)C)c2)cc1,0.1,9[fluorescence artefact?],8,8,-5,0.3,-10,15,7
CCN(CC)c1ccc(S(=O)(=O)N2CCOCC2)cc1NC(=O)CNCc1ccccc1,-0.8,19,6,4,-5,-1.2,-15,-14,·
N#CCCn1nc(-c2ccccc2)cc1Nc1ccccc1NC(=O)C(F)(F)F,1.7,-9[fluorescence artefact?],5,20,-6,0.4,28,5,8
O=C(Cn1c2ccccc2c2nc3n(c(=O)c21)CCS3)Nc1ccccc1C(F)(F)F,0.7,20,4,·,-8,0.9,0,18,2
CCOC(=O)C1CCN(C(=O)Nc2ccccc2Cl)CC1,1.1,13[fluorescence artefact?],9,10,21,0.2,-1,14,-2
COc1ccc(NC(=O)CC2(Cc3ccccc3)CCOC(C)(C)C2)cc1 (configuration not stated),1.1,-13,7,12,-20,0.8,55,1,6
CS(=O)(=O)N1CCC(C(=O)Nc2ccc3c(c2)OCO3)CC1,1.0,1,11,24,17,1.3,6,5,-5
COc1ccc(N2CCN(C(CNC(=O)C(=O)NCCc3c[nH]c4ccccc34)c3ccco3)CC2)cc1 (configuration not stated),0.7,-23,5,14,0,1.3,70,-66,4
CCOc1ccccc1NC(=O)CSc1nnc(-c2ccco2)n1Cc1ccco1,-1.2,-11,14,6,-11,-3.0,23,6,-3
O=C(CCCSc1nc2ccccc2s1)Nc1nccs1,-0.4,-16[fluorescence artefact?],12,16,-3,-1.1,20,-28,2
Cc1cccc(NC(=S)NNC(=O)CCn2nc(C)c([N+](=O)[O-])c2C)c1,0.3,-10[fluorescence artefact?],8,27,-16,0.8,-3,6,0
CCn1cc([N+](=O)[O-])c(C(=O)N2N=C(c3ccc(O)c(OC)c3)CC2c2ccccc2O)n1 (configuration not stated),0.2,0,10,24,3,-1.2,35,26,4
Cc1cc(NC(=O)CSc2nnc(-c3ccccc3)n2C)no1,-0.7,-8,5,11,5,1.4,-2,8,-2
NC(=O)CC1NC(=O)c2ccccc21 (configuration not stated),0.6,-12,5,9,6,1.2,-3,-43,1
COc1ccc(OC)c(S(=O)(=O)N(C)CC(=O)N2CCN(c3ccccc3)CC2)c1,0.3,-12,14,16,-1,-1.7,8,14,2
CC/C(=N\N=C1\SC(C)C(=O)N1Cc1ccco1)c1ccccc1 (configuration not stated),-0.9,9,8,0,-25,-1.4,13,21,11
CSC(=Nc1cccc(C)c1)NC#N,0.7,1[fluorescence artefact?],6,6,-16,1.0,-14,13,-3
CCOc1cc(/C=N/Nc2nn3cnnc3c3ccccc23)ccc1O,2.7,-2,4,56*[5 µM],19,1.9,-22,-22,·
CCOC(=O)c1c(C)oc2c(F)c(F)c(F)c(F)c2c1=O,0.7,1,12,21,-2,1.0,·,9,-3
NC1=NC(=Nc2ccc(S(=O)(=O)N3CCOCC3)cc2)c2ccccc21,0.4,-1,7,4,11,0.3,13,-6,·
Cc1ccc(C(=O)Nc2c(C)n(C)n(-c3ccccc3)c2=O)cc1S(=O)(=O)N1CCOCC1,0.8,·,10,-3,-6,0.0,·,·,-5
O=C(CCN1C(=O)c2ccccc2C1=O)NCc1ccncc1,0.5,8,6,-13,-8,0.1,14,16,0
COc1cc2c(cc1OC)C(c1ccccc1)CC2=O (configuration not stated),-0.5,5,7,10,-6,-1.5,0,38,·
CN1CCN(CCC(=O)Nc2ccc3c(c2)OCO3)CC1,0.5,-11[fluorescence artefact?],9,-8,-10,0.1,9,27,-3
O=C(Nc1ccc2nc[nH]c2c1)c1ccco1,0.1,5,13&14,24,6,0.3,-10,-15&-32,1
NNC(=O)CSCc1nc(-c2ccccc2)cs1,2.2,-2,15,2,7,-1.2,24,-17,·
COCCn1nnnc1CN1CCC(O)(c2cccc(C(F)(F)F)c2)CC1,0.6,-4[fluorescence artefact?],14,12,11,2.9,17,15,-2
c1ccc(Sc2cnc3ccccc3n2)cc1,1.5,-7,19,30,-5,-0.6,38,27,-1
C/C(=N/NC(=O)CNC(=O)/C=C/c1ccco1)c1ccc(Cl)cc1,-0.5,2,8,-15,6,-0.5,5,-4,7
CCn1c(NCCCO)nc2c(c1=O)C(C)(CC)Cc1ccccc1-2 (configuration not stated),1.2,0,0,-6,32,0.9,2,17,·
Cc1sc(NC(=O)Cn2c(=O)oc3ccccc32)nc1-c1ccc(Cl)cc1,0.9,14,4,-18,8,0.7,98*,6,3
CCCN1C(=O)c2cc(C(=O)Nc3ccc(OC)c(OC)c3)ccc2C1Nc1ccc(OC)c(OC)c1 (configuration not stated),1.1,-10,7,24,-3,2.5,-3,-21,6
C=C(C)C(=O)N1CC2(CC(c3cccc(NC(=O)COc4ccc(Cl)cc4)c3)=NO2)C[C@@H]1C(N)=O (some centres not stated),·,-6,11,23,·,·,20,1,·
CCOC(=O)N1CCC(c2nc3ccccc3[nH]2)CC1,-0.7,1,4,4,8,5.3,24,10,0
Cc1cccc(OCCCC(=O)NC(C)c2ccccc2)c1 (configuration not stated),-0.5,-12,11,28,2,-2.3,7,5,5
NC(=O)c1nn(-c2ccccc2)nc1N,0.5,-9,15,25,11,0.7,8,-2,5
O=C(NCCSCc1ccco1)Nc1cccc(Cl)c1,0.1,-4,7,18,-14,-1.0,1,-16,-3
N/C(Cn1nnc(-c2ccccc2)n1)=N\O,0.4,36,6&8,17,-8,1.0,8,-16&-15,7
CC(=O)c1cccc(NC(=O)COC(=O)c2cccs2)c1,1.0,-8,5,25,-3,1.1,6,-28,0
COC(=O)N/N=C/c1cccc([N+](=O)[O-])c1,1.0,2,11,-7,5,-0.6,5,0,·
C=C(C)COc1ccc(-c2[nH]ncc2-c2ccc(OC)c(OC)c2)c(O)c1,-1.4,-7,16,11,14,-2.3,·,-34,2

# Another view of three compounds above.
# Every second line gives: TRPML3 agonist, 14-3-3 Bad PPI, PGE2 EP2 inh, PPC-1+TRAIL kill, NPY-Y1 PAM-ag, zfTRPN1 agonist, CHOP inhibitor, EP2 modulator, NPY-Y1 antag
C=C(C)COc1ccc(-c2[nH]ncc2-c2ccc(OC)c(OC)c2)c(O)c1
 : -1.4, -7, 16, 11, 14, -2.3, ·, -34, 2
N/C(Cn1nnc(-c2ccccc2)n1)=N\O
 : 0.4, 36, 6&8, 17, -8, 1.0, 8, -16&-15, 7
C=C(C)C(=O)N1CC2(CC(c3cccc(NC(=O)COc4ccc(Cl)cc4)c3)=NO2)C[C@@H]1C(N)=O (some centres not stated)
 : ·, -6, 11, 23, ·, ·, 20, 1, ·

# The list continues:
SMILES,TRPML3 agonist,14-3-3 Bad PPI,PGE2 EP2 inh,PPC-1+TRAIL kill,NPY-Y1 PAM-ag,zfTRPN1 agonist,CHOP inhibitor,EP2 modulator,NPY-Y1 antag
Cc1ccccc1-n1c(=O)c(C#N)cc2c(=O)n3ccccc3nc21,-0.6,-3,8,2,5,-1.4,6,13,5
Cc1ccc(C(=O)OCC(=O)NCc2ccc3c(c2)OCO3)s1,-0.4,1,4,10,-20,1.8,-4,-16,9
N#C/C(=C\C1CC2C=CC1C2)c1nc2ccccc2[nH]1 (configuration not stated),0.3,-13,6,8,-8,0.0,19,-19,6
COc1cccc(/C(O)=C2/C(=O)C(=O)N(c3cc(C)on3)C2c2cccs2)c1 (configuration not stated),0.0,38[fluorescence artefact?],31,9,-3,-0.4,2,32,10
OCCC1CN(Cc2cnc(N3CCCC3)s2)CCN1C1CCCC1 (configuration not stated),1.0,-16,6,20,5,1.1,24,4,-4
COC(=O)[C@@H]1C[C@@]2(O)[C@H](O)[C@H](O)[C@H](O)C[C@H]2N1Cc1cc(OC)cc(OC)c1,·,-5,7,12,·,·,-5,13,·
c1ccc(CNc2nc3ccccc3n2CCN2CCOCC2)nc1,-1.0,41[fluorescence artefact?],11,25,-6,0.2,18,28,-1
FC(F)(F)c1cc(-c2cccs2)nc2ncnn12,0.7,-10,0,4,7,-0.5,16,8,-7
O=C(CNC(=O)C1CCCCC1)Nc1ccc(F)c(Cl)c1,-0.8,-12,5,-8,-17,-1.3,28,-12,4
COc1ccc(C2NC(=S)NC3=C2N2CCC3CC2)cc1 (configuration not stated),0.4,0,4,8,4,0.0,23,-32,·
Cc1ccccc1NC(=O)C1CC(=O)N(c2ccc3c4c(cccc24)CC3)C1 (configuration not stated),0.7,-14,5,6,-3,2.6,-7,-22,1
CCOc1ccc(-c2nn[nH]n2)cc1OCC,1.1,6,15,30,14,0.4,-6,4,4
CCOC(=O)C(=O)N/N=C/c1ccco1,-0.3,5,10,11,10,-0.5,12,35,·
CC(C)(C)OC(=O)NCc1n[nH]c(=S)n1C1CC1,0.3,3,2,-3,-18,1.4,-4,19,·
Cc1ccc2cc(CN(C(=O)c3ccco3)c3ccccc3C)c(=O)[nH]c2c1,-0.1,4,15,2,23,-0.1,16,23,-5
COc1cc2c(cc1NC(=O)COC(=O)C1CC(=O)N(Cc3ccco3)C1)oc1ccccc12 (configuration not stated),0.6,11,37,-8,-1,1.4,-12,-21,0
CC(=O)C1C(=O)c2c(cccc2[N+](=O)[O-])C1=Nc1cccc(Cl)c1 (configuration not stated),-0.5,3,12,8,2,0.1,8,-22,·
CO[C@@H]1O[C@@H]2COC(c3ccccc3)O[C@@H]2[C@@H](OC)[C@@H]1O (some centres not stated),0.1,4,10,9,7,-0.9,11,17,9
COc1ccc(/C=C/C(=O)N(C)C2CCS(=O)(=O)C2)cc1OC (configuration not stated),0.5,7[fluorescence artefact?],14,-6,12,1.3,-22,2,3
